GalR3 antagonist – human GalR3 antagonism | O60755 | HEK293 GalR3-CNG cAMP membrane potential fluorescence; galR3 body fused to GalR1 C-terminus | inhibition, % at 3 µM | 360,000 tested, 0.44% active | AID 651719;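 active = inhibition above the screen-wide average plus 3 SD, cut at about 13% in these data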;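 note: forskolin and galanin both at EC90 stimulate the cells; cAMP rise reported by CNG channel membrane potential dye signal; 0% = forskolin plus galanin with DMSO and 100% = forskolin alone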
NS3 helicase inh – blocks Hepatitis C virus NS3 helicase unwinding; NS3 helicase DNA unwinding, Cy5 molecular beacon fluorescence; inhibition, % at 10.9 µM; 290,000 tested, 0.56% active; AID 1800;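 active = inhibition above the mean of all tested compounds plus 3 SD, set per campaign, cut at about 35% in these data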;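 note: 0% = DMSO wells and 100% = thioflavine S control wells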
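Compound dosing – single dose, 10.9 µM nominal final, DMSO 0.8% final · System – NS3 helicase fragment of HCV · Buffer or medium – MOPS pH 6.5, MgCl2, DTT, Tween20, BSA · Signal – Cy5 beacon fluorescence read at start and 1 h · Also added – annealed dual-labelled DNA beacon duplex, ATP-started · Schedule – 1 h at 25 °C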
PHOSPHO1 block – blocks human PHOSPHO1 phosphatase activity. Q8TCT1. recombinant PHOSPHO1, absorbance phosphatase assay. inhibition, % at 13.3 µM. 290,000 tested, 1.1% active. AID 1565; in the data active = inhibition above about 60%
Target sequence (Q8TCT1 whole entry, looked up): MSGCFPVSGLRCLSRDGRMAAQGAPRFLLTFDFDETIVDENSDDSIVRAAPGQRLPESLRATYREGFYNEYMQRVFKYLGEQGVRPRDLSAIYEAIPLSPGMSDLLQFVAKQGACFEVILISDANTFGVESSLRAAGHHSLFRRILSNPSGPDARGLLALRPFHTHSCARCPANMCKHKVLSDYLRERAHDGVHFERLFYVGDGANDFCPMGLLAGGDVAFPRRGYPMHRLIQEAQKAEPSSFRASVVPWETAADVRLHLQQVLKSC
GPR7 antagonist – blocks human GPR7 receptor signaling; 290,000 tested, 1.1% active; AID 1861; P48145; GPR7-expressing cells, fluorescence antagonist assay; inhibition, % at 4.4 µM; in the data active = inhibition above about 16%, passing the limit was not always enough;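 note: cells stimulated with the agonist NPW; 0% = agonist with vehicle and 100% = vehicle without agonist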
Target sequence (P48145 whole entry, looked up): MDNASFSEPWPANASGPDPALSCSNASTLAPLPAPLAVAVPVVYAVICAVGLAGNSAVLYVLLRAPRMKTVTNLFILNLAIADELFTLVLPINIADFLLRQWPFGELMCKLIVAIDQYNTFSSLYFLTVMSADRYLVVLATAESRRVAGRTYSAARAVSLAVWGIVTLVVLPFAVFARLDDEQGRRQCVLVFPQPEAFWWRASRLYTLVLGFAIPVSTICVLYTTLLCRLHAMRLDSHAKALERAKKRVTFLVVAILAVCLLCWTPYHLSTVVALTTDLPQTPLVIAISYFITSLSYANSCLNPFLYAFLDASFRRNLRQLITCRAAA
OXTR agonist – activates the human oxytocin receptor. activation, % at 3 µM. CHO-OTR cells, Fluo-8 calcium fluorescence; normalized: DMSO 0%, oxytocin 100%. P30559. 320,000 tested, 0.32% active;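 active = activation above the mean of all tested compounds plus 3 SD, cutoff set per screening run, cut at about 20% in these data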;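 note: peak over basal fluorescence ratio from a 100 s FLIPR kinetic read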
Target sequence (P30559 whole entry, looked up): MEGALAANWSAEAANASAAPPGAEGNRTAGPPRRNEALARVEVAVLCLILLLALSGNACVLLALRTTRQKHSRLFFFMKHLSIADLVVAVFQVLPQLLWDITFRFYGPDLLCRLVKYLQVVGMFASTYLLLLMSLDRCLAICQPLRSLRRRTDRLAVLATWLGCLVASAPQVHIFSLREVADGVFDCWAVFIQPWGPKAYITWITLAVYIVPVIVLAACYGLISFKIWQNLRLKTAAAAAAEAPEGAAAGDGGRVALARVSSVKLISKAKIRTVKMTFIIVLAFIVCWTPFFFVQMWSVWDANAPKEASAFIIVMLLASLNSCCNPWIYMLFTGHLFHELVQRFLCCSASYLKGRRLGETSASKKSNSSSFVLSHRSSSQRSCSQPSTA
VIM-2 inh – inhibitors of Pseudomonas aeruginosa VIM-2 metallo-beta-lactamase. inhibition, % at 5.6 µM. AID 1527. 290,000 tested, 0.89% active. purified VIM-2, nitrocefin hydrolysis, epi-absorbance fluorescence;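 active = inhibition above the mean of all tested compounds plus 3 SD, cutoff set per screening run, cut at about 7.5% in these data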;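 note: red hydrolysis product quenches plate fluorescence so inhibitors raise well fluorescence; 0% = enzyme with DMSO and 100% = DMSO without enzyme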
IMP-1 inh – inhibitors of Pseudomonas aeruginosa IMP-1 metallo-beta-lactamase. purified IMP-1, nitrocefin hydrolysis, epi-absorbance fluorescence. inhibition, % at 5.6 µM. AID 1556. 290,000 tested, 0.45% active;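 active = inhibition above the mean plus 3 SD of all compounds in the same screening run, cut at about 4.5% in these data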;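 note: 0% = IMP-1 with DMSO and 100% = DMSO wells lacking enzyme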
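System: Purified recombinant IMP-1 metallo-beta-lactamase enzyme | Measured by: Fluorescence quenching readout, ex 480/em 530 nm | Replication: Singlicate | Incubation: 15 min preincubation plus 25 min reaction at 25 °C | Evaluation: Percent inhibition from optical density relative to buffer-blank wells | Benchmarks: DMSO with and without IMP-1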
DNA FID counter – fluorescent intercalator displacement, NS3 helicase counter-screen | DNA fluorescent intercalator displacement, fluorescence | inhibition, % at 7.9 µM | 290,000 tested, 0.17% active; in the data active = inhibition above about 37%;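 note: 0% = vehicle and 100% = reference compound; higher means more ethidium bromide displaced from hairpin DNA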
V1aR counter – V1a receptor agonism, counter-screen for OXTR agonists; activation, % at 3 µM; CHO-V1R cells, Fluo-8 calcium fluorescence, agonist mode; 0% DMSO, 100% 3 nM vasopressin; AID 2797; 320,000 tested, 0.25% active;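 active = activation above the mean activation of all tested compounds plus 3 SD, per screening run, cut at about 20% in these data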;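 note: signal is peak over basal fluorescence ratio across a 100 second FLIPR read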
An asterisk follows results filed as active; . = no result given.

SMILES	GalR3 antagonist	NS3 helicase inh	PHOSPHO1 block	GPR7 antagonist	OXTR agonist	VIM-2 inh	IMP-1 inh	DNA FID counter	V1aR counter
O=C(O)C(C(=O)O)=C1C2CC3CC(C2)CC1C3	1	1	22	-22	0.2	39*	-2.6	3	0.1
Cc1ccc(C(=O)SC2=NCCS2)cc1	-9	-4	-1	-5	-1.6	0.1	-0.1	0	-0.5
Cc1cc(C)nc(/N=C2\NC(=O)CC3C(=O)NCCN23)n1 (stereo unspecified)	4	1	8	-6	2.5	0.4	-4.4	2	0.9
C/C(=N/N1CCN(c2ccccc2)CC1)c1cccc([N+](=O)[O-])c1	10	11	26	-21	-0.9	-1.6	-3.0	-2	1.6
COc1ccc(C)cc1NC(=O)NCCC1=CCCCC1	-4	7	-17	-13	-1.8	-1.3	-3.9	-18	-1.8
COc1cc(C2C3CN(C)CC=C3C(C#N)=C(N)C2(C#N)C#N)ccc1OC(C)C (stereo unspecified)	1	-6	3	13	0.7	-0.4	-0.2	-2	1.1
CCCCN(CCCC)CCNC(=O)CNC(=O)c1cccs1	-3	4	-2	-6	0.1	-4.8	1.5	4	-0.2
NC(=O)Nc1ccc(C(=O)OCC(=O)N(Cc2ccccc2)C2CCS(=O)(=O)C2)cc1 (stereo unspecified)	-3	2	20	-17	1.0	-2.2	-3.2	-22	1.2
O=C(CSc1n[nH]c(=O)[nH]c1=O)Nc1ccccc1C(=O)c1ccccc1	-6	7	24	-7	-0.1	-1.3	-3.6	-10	1.0
Cc1cc(C)c(NC(=O)CSc2nc3ncc(Cl)cc3[nH]2)c(C)c1	0	-5	20	-7	1.6	-4.0	-0.1	-23	4.7
CC1=C(C#N)C(c2ccc3ncccc3c2)C(C#N)=C(C)N1	4	15	41	-5	-1.5	-0.1	-4.7	-4	0.0
C=CCn1c(SCC(=O)Nc2ccccc2F)nc2ccccc2c1=O	-4	-2	39	5	-0.6	-0.1	-3.2	-18	0.0
CC(=O)c1cccc(NC(=O)N2C3CCC2CC(NC(=O)C2CC2)C3)c1 (stereo unspecified)	-5	-1	27	-2	0.0	-4.2	-1.9	-2	0.0
COC(=O)c1ccccc1C(=O)N1CCOCCOCCOCC1	-2	5	12	0	1.0	-3.4	-0.8	-2	0.9
Cc1ccccc1C(=O)Nc1nnc(SCC(=O)NC2CC2)s1	-2	15	5	-2	0.8	-2.8	-2.9	-13	-0.2
O=C(NCc1ccccn1)C1CCCN(S(=O)(=O)c2ccccc2)C1 (stereo unspecified)	-4	0	3	-14	0.0	-4.1	-3.9	-7	0.8
CCOC(=O)CCCNC(=O)CN1C(=O)NC2(CCCCCC2)C1=O	-6	-5	-3	-14	-0.3	-1.5	-2.9	-3	-1.0
C[C@H](NC(=O)c1ccc2c(c1)OCO2)c1nnc2ccccn12	.	-7	51	-14	0.7	-0.6	-1.1	-3	-0.5
CS(=O)(=O)Nc1ccc(C(=O)Nc2ccccc2C(=O)NCc2ccco2)cc1	-4	6	37	2	1.0	-0.6	-3.0	-15	1.9
CC1(C)CC(=O)C(C2=NC3(CCCCCC3)Cc3ccccc32)=C(O)C1	2	5	24	-3	-3.3	0.9	-0.4	-41	-1.5
O=C(NC1CC1)c1ccc(N2CCCCC2)c([N+](=O)[O-])c1	2	2	38	-11	-0.1	-2.0	-0.2	-13	0.0
COc1ccc(CNC(=O)C(C)NCc2ccccc2Cl)cc1 (stereo unspecified)	-5	-2	-11	6	-0.6	-0.5	-0.9	4	0.6
Cc1ccccc1C1N(c2nccs2)C(=O)C2CCCN21 (stereo unspecified)	-4	10	-1	-8	0.8	-5.7	-2.6	7	0.3
CSc1nnc2c3cc(C)ccc3n(Cc3ccccc3)c2n1	3	6	21	2	-1.1	-1.5	-2.1	-3	-0.2
Cc1ccc(C(=O)NC(NCc2ccccc2)C(Cl)(Cl)Cl)cc1 (stereo unspecified)	-2	0	-3	-7	-1.7	-3.4	-2.4	-2	-1.3
Cc1ccc(NC(=O)N/C=C/c2ccco2)cc1	-5	18	42	-12	1.4	-2.2	-1.0	-5	0.4
Cc1ccc(C2CC(c3ccccc3)=NN2C(=O)CSc2nnc(-c3ccc(Cl)cc3)o2)o1 (stereo unspecified)	4	2	-70	3	-0.4	-4.2	-1.8	1	-0.1
N#C/C(C(=S)Nc1ccccc1)=C1/NN=C(N2CCOCC2)N1c1ccccc1	-3	4	28	3	0.2	-2.4	-1.6	-17	0.0
CN(CC(=O)Nc1ccc(F)c(F)c1F)C(=O)CN1C(=O)C2CCCCC2C1=O (stereo unspecified)	-5	-4	29	-3	1.4	-3.9	-1.9	-2	0.6
N#CC1=C(N)Oc2n[nH]c(-c3cccs3)c2C1c1cccs1 (stereo unspecified)	1	22	-29	-7	-0.2	8.2*	3.2	-12	-0.5
CN1/C(=C\C(=O)COC(=O)c2ccc([N+](=O)[O-])o2)C(C)(C)c2ccccc21	-1	-15	53	11	4.1	0.0	-0.3	1	4.3
CCCCCCc1ccc(OCC(=O)OC)cc1OCC(=O)OC	4	-4	-16	11	-1.3	-0.7	-2.5	-26	-0.5
CC(=O)NN1C(=O)/C(=C\c2ccccc2)SC1=S	-6	11	57	7	0.4	-1.0	-2.3	1	0.6
Nc1nc(Nc2ccccc2F)sc1C(=O)c1ccccc1	-8	2	.	-7	-2.1	1.5	-1.1	-9	1.1
c1ccc(-c2nc3ccccn3c2NC2CCCC2)nc1	-6	15	10	-3	-2.7	-1.4	-5.7	-7	-0.8
O=C(CN1CCN(c2ccc(O)cc2)CC1)Nc1ccc2c(c1)OCCO2	-3	7	23	-5	-1.3	-4.4	-2.8	-6	-0.7
CC1=NN(c2ccccc2)C(=O)C1c1ccccc1 (stereo unspecified)	-1	2	4	-3	-1.6	-2.8	-1.9	-11	0.6
Cn1c(CCCOc2ccc(Cl)cc2Cl)nnc1SCC(=O)Nc1cccc(F)c1	-10	3	-6	10	3.6	1.4	1.3	-3	5.9
CCc1ccc(/C(C)=N/NC(=O)c2ccccn2)cc1	-2	-6	28	14	-0.8	-1.9	-2.8	-5	0.1
CCOc1ccc(C(=O)Nc2ccc(N3CCN(C)CC3)cc2)cc1Br	0	-71	20	-5	2.2	24*	-3.5	25	1.7
COc1ccc(C2C(C(=O)N3CCN(c4ccccc4)CC3)c3ccccc3C(=O)N2C)cc1OC (stereo unspecified)	-5	-9	-26	6	0.4	1.2	1.4	-40	0.3
CC(C)Nc1nc(NC(C)C)nc(N(C#N)C(C)C(=O)N(C)C)n1 (stereo unspecified)	.	-6	41	-4	.	-1.4	-4.2	-15	.
CCN(CC(=O)Nc1ccccc1OC)C(=O)c1cccc(-n2cccc2)c1	0	12	17	-13	0.9	-0.7	-1.3	-24	1.1
O=C(N/N=C/c1cccnc1)c1ccccc1OCc1ccc(Cl)cc1	.	2	12	1	-1.0	-3.3	-3.0	-29	0.0
COc1ccccc1/C=C/C(=O)OCC(=O)Nc1cc(C(F)(F)F)ccc1N1CCOCC1	0	4	-7	6	.	-3.2	-5.1	-2	.

Entries of single compounds from above. Screens in order: GalR3 antagonist, NS3 helicase inh, PHOSPHO1 block, GPR7 antagonist, OXTR agonist, VIM-2 inh, IMP-1 inh, DNA FID counter, V1aR counter
`Nc1nc(Nc2ccccc2F)sc1C(=O)c1ccccc1` in the list: -8, 2, ., -7, -2.1, 1.5, -1.1, -9, 1.1
`O=C(CN1CCN(c2ccc(O)cc2)CC1)Nc1ccc2c(c1)OCCO2` in the list: -3, 7, 23, -5, -1.3, -4.4, -2.8, -6, -0.7
`CC(=O)NN1C(=O)/C(=C\c2ccccc2)SC1=S` in the list: -6, 11, 57, 7, 0.4, -1.0, -2.3, 1, 0.6
`CCCCCCc1ccc(OCC(=O)OC)cc1OCC(=O)OC` in the list: 4, -4, -16, 11, -1.3, -0.7, -2.5, -26, -0.5
`CCN(CC(=O)Nc1ccccc1OC)C(=O)c1cccc(-n2cccc2)c1` in the list: 0, 12, 17, -13, 0.9, -0.7, -1.3, -24, 1.1

Later entries
SMILES	GalR3 antagonist	NS3 helicase inh	PHOSPHO1 block	GPR7 antagonist	OXTR agonist	VIM-2 inh	IMP-1 inh	DNA FID counter	V1aR counter
COc1ccc(/C=N/N2CCN(c3ccccc3OC)CC2)cc1OC	-6	4	18	-3	-0.5	-2.9	-1.6	-17	-0.6
O=C(Nc1ccc(S(=O)(=O)N2CCCCC2)cc1)c1ccc(F)cc1	-11	-7	-15	-2	4.6	-2.2	-1.3	-19	9.2
O/N=C/c1ccc(OCc2ccccc2)c(Br)c1	3	-4	-7	-7	-0.2	-0.7	-2.4	-3	-0.3
CCc1nonc1NC(=O)c1oc2ccc(Cl)cc2c1C	0	-3	30	-19	-1.4	-0.6	-0.8	-8	-0.4
CC(=O)c1ccc(OC(=O)C2CC(=O)N(c3cccc(C)c3)C2)cc1 (stereo unspecified)	-3	1	28	-16	0.6	-3.6	0.7	-5	0.6
CCc1cccc2c(C(=O)CN3C(=O)NC(C)(c4cccc5ccccc45)C3=O)c[nH]c12 (stereo unspecified)	-6	-29	46	1	2.5	-1.6	-1.6	0	0.5
COc1ccccc1OCc1nc(-c2ccc([N+](=O)[O-])cc2)no1	-3	0	-6	-1	0.1	-4.7	-3.4	4	2.1
CCOC(=O)c1ccc(NC(=O)N2CCN(c3ccccc3OC)CC2)cc1	-4	8	25	-11	2.1	-2.4	-1.1	-35	3.1
Cc1cc2c(c(=O)n1Cc1cccnc1)C(c1ccccc1)C(C#N)=C(N)O2 (stereo unspecified)	-3	4	30	4	0.6	-0.5	-1.0	-2	-0.6
Cn1c(CN2CCCC2)c(C#N)c2ccccc21	-2	1	8	-7	-1.1	-3.4	-3.7	-5	-0.1
COc1ccc(CCNc2nc(-c3cccnc3)nc3ccccc23)cc1OC	-8	-17	24	-9	-0.1	2.7	-1.8	-24	1.5
O=C(NC(Cc1ccccc1)C(=O)O)/C(=C\c1ccco1)NC(=O)c1ccccc1 (stereo unspecified)	-2	37*	-4	-12	0.5	-5.6	-1.8	-38	1.3
CC(C)(C)c1ccc(Oc2ccc(NC(=O)c3ccco3)cn2)cc1	-6	-6	-8	-7	2.4	-4.4	-0.9	-10	1.6
O=C(NC(=S)Nc1ccccc1N1CCOCC1)c1ccc(-c2ccccc2F)o1	-7	-2	33	-11	-0.8	-1.6	-3.2	-2	1.5
CSCC[C@H](NC(=O)OC(C)(C)C)C(=O)N1CCC(C(=O)N[C@@H](C)C(=O)O)CC1	.	3	18	-4	0.4	-3.3	-3.0	-2	0.3
Cc1cc(C)c(C(N)=O)c(Nc2cccc3ccccc23)n1	-5	0	-20	-21	0.6	-2.4	-4.1	-6	-0.4
Cn1ccnc1SCC(=O)N1CCN(S(=O)(=O)c2ccccc2)CC1	-4	11	13	-4	-0.2	-3.2	-2.1	-1	-0.4
Clc1ccc(-c2nnc(-c3cccc4ccccc34)o2)cc1Cl	4	3	15	-9	-0.1	-2.9	-2.4	-4	1.2
CCOC(=O)c1c(-c2ccc(OC)cc2)csc1NC(=O)CSc1ncnc2sccc12	-3	-2	-7	-6	0.0	-3.6	-2.8	-10	-0.1
Cc1csc(NC(=O)c2ccc(C)c(S(=O)(=O)N3CCCCC3)c2)n1	-2	3	24	-17	0.5	-4.3	-3.4	-21	2.0
